Assay outcomes (PubChem BioAssay)
STAT1 activator: STAT1 signaling activation. NIH 3T3 STAT1-luciferase reporter, IFN-gamma, luminescence; 100% = IFN-gamma alone, no compound. activation (% of control), % at 5.5 µM. 200,000 tested, 2.6% active;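 active = activation above the screen-wide mean activation plus 3 SD, cut at about 130% in these data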;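 also: raw ratio to IFN-gamma control signal so 100% means no change and 0% no light; values of inactives mirror those of a sister screen read the other way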
APP transl inh: APP translation inhibition; inhibition, % at 2 µM; AID 1285; 190,000 tested, 0.82% active; SH-SY5Y APP 5'UTR-luciferase reporter, luminescence;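 active = inhibition above a set limit, derived from the sample mean plus 3 SD, cut at about 45% in these data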; also: values of inactives mirror those of a sister screen read the other way
G6PDH counter: L. mesenteroides G6PDH inhibition counter-screen; inhibition, % at 5 µM; Purified L. mesenteroides G6PDH, diaphorase/resazurin coupled fluorescence, 45 min; 200,000 tested, 0.12% active; in the data active = inhibition above about 50%
STAT1 inh: reduces IFN-gamma driven STAT1 reporter signal; 200,000 tested, 0.35% active; AID 920; inhibition, % at 5.5 µM; NIH 3T3 STAT1-luciferase reporter, luminescence;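 active = inhibition above a set limit, the mean inhibition across all tested compounds plus 3 SD, cut at about 34% in these data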;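 also: 0% = IFN-gamma with DMSO and 100% = IFN-gamma with 300 µM nifuroxazide; values of inactives mirror those of a sister screen read the other way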
TLR4-MyD88 BLA: blocks binding of human TLR4 to MyD88; 200,000 tested, 0.18% active; HeLa CL3-4 TLR4/MyD88 BLA complementation, FRET ratio; AID 861; O00206+Q99836; inhibition, % at 8.4 µM; in the data active = inhibition above about 25%;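 also: 0% = vehicle and 100% = reference inhibitor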
Target sequence (O00206 whole entry, looked up): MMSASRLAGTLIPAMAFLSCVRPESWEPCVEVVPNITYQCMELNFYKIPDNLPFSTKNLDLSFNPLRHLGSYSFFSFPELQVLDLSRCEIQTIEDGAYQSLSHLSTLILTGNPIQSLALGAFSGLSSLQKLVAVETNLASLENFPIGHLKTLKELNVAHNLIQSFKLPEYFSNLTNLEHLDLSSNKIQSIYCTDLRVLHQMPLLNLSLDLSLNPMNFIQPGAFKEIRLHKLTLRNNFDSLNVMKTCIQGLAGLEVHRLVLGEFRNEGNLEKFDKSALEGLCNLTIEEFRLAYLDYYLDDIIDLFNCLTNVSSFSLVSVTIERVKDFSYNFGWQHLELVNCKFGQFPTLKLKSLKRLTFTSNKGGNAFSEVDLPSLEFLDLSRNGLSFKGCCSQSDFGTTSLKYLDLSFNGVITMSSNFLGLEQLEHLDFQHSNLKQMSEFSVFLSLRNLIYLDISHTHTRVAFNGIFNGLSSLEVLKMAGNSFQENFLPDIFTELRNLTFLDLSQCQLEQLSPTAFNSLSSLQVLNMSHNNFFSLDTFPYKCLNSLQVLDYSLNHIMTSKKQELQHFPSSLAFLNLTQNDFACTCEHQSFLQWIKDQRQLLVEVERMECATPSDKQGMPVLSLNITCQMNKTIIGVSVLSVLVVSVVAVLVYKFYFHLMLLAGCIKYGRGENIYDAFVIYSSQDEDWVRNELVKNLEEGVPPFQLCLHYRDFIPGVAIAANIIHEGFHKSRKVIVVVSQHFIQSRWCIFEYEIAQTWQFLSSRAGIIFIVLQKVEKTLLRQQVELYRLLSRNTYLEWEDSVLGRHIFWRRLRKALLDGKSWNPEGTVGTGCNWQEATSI
Target sequence (Q99836 whole entry, looked up): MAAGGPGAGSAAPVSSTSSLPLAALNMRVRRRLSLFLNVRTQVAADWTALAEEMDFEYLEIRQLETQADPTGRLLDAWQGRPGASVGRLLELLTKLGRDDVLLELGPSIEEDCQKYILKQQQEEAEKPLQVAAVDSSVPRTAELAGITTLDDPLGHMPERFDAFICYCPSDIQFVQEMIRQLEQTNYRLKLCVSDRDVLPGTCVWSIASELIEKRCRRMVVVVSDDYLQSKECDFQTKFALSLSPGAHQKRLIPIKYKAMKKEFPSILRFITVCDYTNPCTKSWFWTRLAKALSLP
Hsp70 act: transcriptional activators of Hsp70. 200,000 tested, 0.04% active. HeLa Hsp70 promoter luciferase reporter, luminescence; scaled: vehicle 0, proteasome-inhibitor control 100%. activation, % at 10 µM;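 active = activation above the mean across all tested compounds plus 3 SD, cutoff set per campaign, cut at about 5.5% in these data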;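 also: 100% = MG132 at 30 µM as the positive control and 0% = DMSO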
STAT3 activator: STAT3 signaling activation | activation (% of control), % at 5.6 µM | 190,000 tested, 0.91% active | U3A cells, IL-6 STAT3-luciferase reporter, luminescence; 100% = signal with IL-6 EC80 alone;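 active = activation above the screen-wide mean of compound activation plus 3 SD, cut at about 130% in these data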;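 also: 0% = background luminescence of wells with medium and substrate only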
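Test system: human U3A cells carrying STAT3-luciferase construct; control set: IL-6-only wells as 100% reference; timing: compound pre-incubation 1 h before IL-6, then 6 h stimulation at 37 °C; also added: IL-6 stimulus at 33 ng/mL final; evaluation: % activation versus median of IL-6-stimulated wells; detection: reporter luminescence signal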
STAT3 inh: reduces IL-6 driven STAT3 reporter signal. U3A cells, IL-6 STAT3-luciferase reporter, luminescence; host cell line lacks STAT1. inhibition, % at 5.5 µM. 190,000 tested, 0.89% active. AID 862;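 active = inhibition above the mean inhibition across all screened compounds plus 3 SD, cut at about 44% in these data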;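 also: 0% = DMSO only wells and 100% = 100 µM nifuroxazide control wells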
Diaphorase inh: inhibits diaphorase or chemically oxidizes, flagging diaphorase assay artifacts; diaphorase resazurin-to-resorufin fluorescence, NADH, 16 min; bacterial (C. kluyveri) enzyme, not human; inhibition, % at 20 µM; 190,000 tested, 0.69% active; AID 1217;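 active = primary screen inhibition at 20 µM above a set limit, cut at about 50% in these data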;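 also: plate controls were DMSO with full reaction for no effect and wells lacking NADH for full effect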
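System: Bacterial diaphorase enzyme (C. kluyveri) | Incubation: 16-min room-temperature incubation before reading | Benchmarks: No-NADH positive control and DMSO neutral control | Measured by: Resorufin fluorescence 544/590 nm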
Diaphorase act: activates diaphorase or chemically reduces, flagging diaphorase assay artifacts | Diaphorase/resazurin coupled assay, resorufin fluorescence, 16 min; stronger effect = higher value; 1 = vehicle wells, 0 = NADH-free wells | activation factor at 20 µM | 190,000 tested, 0.005% active | AID 1229;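 active = diaphorase activity raised at least twofold by the compound at 20 µM; inactive = activation factor below 2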
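System – purified diaphorase enzyme from Clostridium kluyveri · Input – enzyme 0.07 U/mL final · Also added – final NADH 0.114 mM, resazurin 0.1 mM · Measured by – fluorescence of resorufin, 544 nm excitation, 590 nm emission · Timing – 16 min enzyme reaction, ambient temperature · Measure – resorufin increase flagging diaphorase activators or reducers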
Active calls of the source: *; . = not tested or not shown.

SMILES,STAT1 activator,APP transl inh,G6PDH counter,STAT1 inh,TLR4-MyD88 BLA,Hsp70 act,STAT3 activator,STAT3 inh,Diaphorase inh,Diaphorase act
Cc1nnc(-c2ccco2)c2cn(-c3cccc(Br)c3)nc12,91,6,15,10,-15,-0.2,93,11,19,0.8
O=C(COC(=O)C1CC1)Nc1ccc(N=Nc2ccccc2)cc1,136*,-101,-9,-38,-8,-0.1,94,6,18,0.8
O=C(O)CCCC(=O)N(Cc1ccccc1)Cc1ccccc1,90,11,18,11,-4,-0.2,102,4,23,0.8
Cc1cc(C)c2c(N)c(C(=O)N3CCN(c4ncccn4)CC3)sc2n1,108,-3,-27,-8,-8,-0.2,113,-10,19,0.8
CC1Cc2nc(SCC(=O)Nc3nc4ccccc4s3)n(C)c(=O)c2S1 (centres undefined),91,-1,-31,10,-1,-0.1,91,19,18,0.8
CC(=O)NC(CCS(C)(=O)=O)C(=O)Nc1cccc2ccccc12 (centres undefined),100,-5,5,0,1,0.0,111,-8,19,0.8
COc1cccc2c1OCC(CN1CCN(CCC(C)C)C(CCO)C1)=C2 (centres undefined),95,18,1,4,6,-0.1,104,0,2,1
Cc1ccc2sc(N(CCCN(C)C)C(=O)CN3C(=O)c4ccccc4C3=O)nc2c1C,107,-4,2,-9,-19,-0.2,94,15,23,0.8
Cn1nc(-c2ccc(C(=O)N3CCN(Cc4ccccc4)CC3)cc2)c2ccccc2c1=O,95,-13,3,5,2,-0.2,84,23,21,0.8
Cc1ccc(N=C2NC(=O)/C(=C/C=C/c3ccco3)S2)cc1C,100,3,-21,0,-1,-0.2,81,22,29,0.7
COc1ccccc1CN1C[C@@H]2C[C@@H](c3[nH]c4c(C)cccc4c3C)N3CCC[C@@]23C1=O,94,-1,9,4,-11,-0.2,122,-19,14,0.9
Cc1ccc(-n2c(SCC(=O)Nc3cc(C)on3)nc3c([nH]c4ccccc43)c2=O)cc1,93,-3,-45,7,3,-0.1,102,7,17,0.8
CCc1ccc(OCCCC(=O)NCc2ccccc2)cc1,98,-8,2,3,2,0.2,102,2,-6,1.1
COc1ccc(N2C(=O)C3ON(C4SC(=S)N(C)C4(C)C)C(c4ccc(Cl)cc4)C3C2=O)cc1 (centres undefined),101,-2,20,-1,-1,-0.4,95,9,10,0.9
O=C(CNCc1cccs1)Nc1ccc(S(=O)(=O)N2CCCCC2)cc1,93,15,1,7,7,-0.2,96,12,14,0.9
Cc1ccc(C(=O)CSc2nnc(-c3ccc4[nH]c(C)c(C)c4c3)o2)cc1C,96,12,8,4,-10,-0.2,96,6,4,1
Nc1nnc(CCC2CCCCC2)s1,103,-19,-4,-7,2,0.7,95,9,27,0.7
COCC1CCN(Cc2nc(-c3ccc(OC)cc3)no2)CC1,99,4,16,-1,-2,-0.1,103,1,24,0.8
O=C(O)C1C2CC3C(OC(=O)C31)C2Cl (centres undefined),104,-9,5,-5,4,-0.3,103,-1,12,0.9
Cc1ccc(-n2nnnc2C(Cl)(Cl)c2nnnn2-c2ccc(C)cc2)cc1,90,5,0,11,1,-0.4,100,7,29,0.7

Three entries already listed, ordered by length of the SMILES, low to high:
SMILES,STAT1 activator,APP transl inh,G6PDH counter,STAT1 inh,TLR4-MyD88 BLA,Hsp70 act,STAT3 activator,STAT3 inh,Diaphorase inh,Diaphorase act
O=C(CNCc1cccs1)Nc1ccc(S(=O)(=O)N2CCCCC2)cc1,93,15,1,7,7,-0.2,96,12,14,0.9
Cc1ccc(C(=O)CSc2nnc(-c3ccc4[nH]c(C)c(C)c4c3)o2)cc1C,96,12,8,4,-10,-0.2,96,6,4,1
COc1ccccc1CN1C[C@@H]2C[C@@H](c3[nH]c4c(C)cccc4c3C)N3CCC[C@@]23C1=O,94,-1,9,4,-11,-0.2,122,-19,14,0.9

(list continues)
SMILES,STAT1 activator,APP transl inh,G6PDH counter,STAT1 inh,TLR4-MyD88 BLA,Hsp70 act,STAT3 activator,STAT3 inh,Diaphorase inh,Diaphorase act
O=C(CCc1nnc(CCCc2ccccc2)o1)NCCc1ccco1,127,-7,-5,-29,2,0.0,104,1,6,0.9
COc1cc(C#N)c(NC(=S)N2CCOCC2)cc1OC,103,-5,5,-3,-12,-0.2,108,-8,8,0.9
CN1CCN(c2cc(=O)n(-c3ccc(Cl)cc3)c(=O)[nH]2)CC1,105,.,2,-5,-6,0.0,101,7,-16,1.2
CN1C(=O)N(C)C2(c3ccccc3)N(C(C)(C)C)C(=O)NC12c1ccccc1 (centres undefined),97,-2,2,3,-6,-0.5,97,7,9,0.9
CC(Sc1ncc(C#N)c(N)n1)C(=O)Nc1ccccc1 (centres undefined),104,6,-11,-4,6,-0.4,103,0,18,0.8
O=c1oc2ccccc2cc1-c1csc(Cc2nc(-c3ccc(Br)cc3)cs2)n1,103,-4,-26,-4,10,0.2,95,13,3,1
O=C(NNC(=O)C1C2CCC(C2)C1C(=O)O)c1cccc(Cl)c1 (centres undefined),115,-4,4,-18,-11,0.1,102,5,8,0.9
Cc1nn(C)c(C(=O)Nc2cccc(CN3CCOCC3)c2)c1Br,97,7,-4,4,-2,-0.2,97,7,-3,1
Cc1ccc(Nc2nnc(SCc3cc(=O)n4ccsc4n3)s2)c(C)c1,94,4,4,7,5,-0.4,108,-5,30,0.7
CCC(=O)N1CCc2cc(S(=O)(=O)CCC(=O)NCCC3=CCCCC3)ccc21,93,-5,3,7,-6,0.0,89,17,-2,1
COc1cccc(NC(=O)C2c3cc(OC)c(OC)cc3C(=O)N(C)C2c2cccnc2)c1 (centres undefined),101,14,8,-1,4,-0.3,102,3,14,0.9
Cc1ccc(S(=O)(=O)N2CCOCC2)cc1NC(=O)COc1ncnc2ccccc12,94,-2,18,6,-10,-0.2,98,6,-2,1
COc1ccc(-n2cc(CNC3CCC(O)CC3)c(-c3cccc(F)c3)n2)cc1 (centres undefined),98,-7,16,1,4,-0.1,96,15,-9,1.1
Cn1nnnc1SCC(=O)N1c2ccccc2Sc2ccccc21,104,-4,3,-4,12,0.8,106,-6,3,1
COc1cccc(C(=O)NC(=S)NCc2ccco2)c1,104,16,3,-2,-4,-0.4,101,-4,-3,1
COc1ccc(/C=C/C(=O)N(C)C2CCS(=O)(=O)C2)cc1OC (centres undefined),106,11,11,-4,7,-0.1,102,-5,10,0.9
O=C(Cc1cccs1)N1CCN(S(=O)(=O)c2ccc(Br)cc2)CC1,100,-6,-1,0,3,-0.5,103,0,-1,1
COc1cc(/C=N/NC(=O)c2ccc(-c3ccccc3)cc2)cc(OC)c1OC,112,5,-4,-14,0,-0.2,134*,-40,-2,1
CCCN(CCC)c1nc(C)cc(C(C#N)c2nc3ccccc3o2)n1 (centres undefined),99,6,16,1,-12,0.1,98,8,13,0.9
O=C(NCC1OCCc2ccccc21)c1ccco1 (centres undefined),110,-19,6,-11,-5,0.1,102,3,3,1
Cc1nc(SCC(=O)Nc2ccc(F)cc2)c(C#N)c(C)c1CC(=O)c1ccc(Br)cc1,103,-21,9,-3,-9,-0.2,88,12,-6,1.1
Cc1c(NC(=O)Cn2nc(C(F)(F)F)c3c2CCCC3)c(=O)n(-c2ccccc2)n1C,100,-6,5,0,2,-0.3,105,-3,4,1
CCOC(=O)Cn1nnc(-c2ccc(S(C)(=O)=O)cc2)n1,96,11,2,4,0,0.1,100,5,13,0.9
COc1cc(CC(=O)OCC(=O)Nc2sccc2C(N)=O)cc(OC)c1OC,72,-5,2,32,14,-0.1,53,58*,4,1
O=C(O)CSc1c2c(nc3cc(C(=O)N4CCCC4)ccc13)CCCC2,97,-13,4,1,4,-0.2,93,10,24,0.8
Cc1ccccc1-c1nc(CN(Cc2c(C)nn(C)c2C)C2CC2)c(C)o1,92,5,11,7,-6,-0.2,94,13,5,0.9
Cc1ccc(C=Nc2ccc(N(C)C)cc2)o1,164*,-153,8,-70,6,0.1,99,6,44,0.6
C=CC[C@H]1CC(C)=C[C@H](CC=C)N1,102,5,5,-2,-3,-0.1,104,-3,-2,1
Cn1cnnc1SC(C(=O)c1ccccc1)c1ccccc1 (centres undefined),102,-6,4,-2,20,0.9,96,7,10,0.9
COc1nc(C)ccc1-c1noc(-c2ccco2)n1,140*,-182,-12,-33,0,-0.1,80,27,20,0.8
CCOC(=O)c1ccccc1NC(=O)c1cccc(F)c1,108,-14,-4,-4,12,0.0,85,18,17,0.8
O=C(Nc1ccc2nc(-c3ccccc3)[nH]c2c1)c1ccco1,105,-49,-22,-6,-12,1.0,79,28,15,0.9
CCCC1=Nc2cc(C(=O)NCc3ccco3)ccc2Sc2ccccc21,100,90*,6,0,-10,-0.2,110,-15,16,0.8
CCCNC(=O)CS(=O)Cc1nc(-c2cccc(OC)c2)oc1C (centres undefined),99,1,0,1,4,-0.2,98,11,9,0.9
